# Screening data deposited in PubChem by The Scripps Research Institute Molecular Screening Center.
# GPR151 activ: activators of human GPR151; Q8TDV0; PathHunter beta-arrestin GPR151 cells, luminescence; activation, % at 11.2 µM; 1% of 650,000 active; in the data active = activation above about 4.9%;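 also: 0% = median of compound wells and 100% = cells with positive control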
# MITF primary: blocks human microphthalmia-associated transcription factor | AlphaScreen MITF homodimerization, bead proximity signal | inhibition, % at 2.6 µM | 0.91% of 650,000 active; in the data active = inhibition above about 50%;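 also: 0% = vehicle wells with protein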
# TEAD-YAP inh: TEAD-YAP interaction inhibition. HEK-TIYL cells, TEAD-Gal4/YAP UAS-luciferase luminescence. inhibition, % at 9.12 µM. 1.4% of 640,000 active. AID 1259422; in the data active = inhibition above about 32%;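 also: 0% = median of test compound wells and 100% = reference inhibitor wells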
# FBW7 activator: activators of human E3 ligase FBW7; 0.13% of 650,000 active; AID 1259310; Q969H0; normalized activity (activation), % at 26.1 µM; AlphaScreen FBW7–phospho-cyclin E peptide binding, activator screen; in the data active = normalized activity above about 1.9%;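 also: purified mutant Fbw7 with reduced substrate affinity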
# Target sequence (Q969H0 whole entry, looked up): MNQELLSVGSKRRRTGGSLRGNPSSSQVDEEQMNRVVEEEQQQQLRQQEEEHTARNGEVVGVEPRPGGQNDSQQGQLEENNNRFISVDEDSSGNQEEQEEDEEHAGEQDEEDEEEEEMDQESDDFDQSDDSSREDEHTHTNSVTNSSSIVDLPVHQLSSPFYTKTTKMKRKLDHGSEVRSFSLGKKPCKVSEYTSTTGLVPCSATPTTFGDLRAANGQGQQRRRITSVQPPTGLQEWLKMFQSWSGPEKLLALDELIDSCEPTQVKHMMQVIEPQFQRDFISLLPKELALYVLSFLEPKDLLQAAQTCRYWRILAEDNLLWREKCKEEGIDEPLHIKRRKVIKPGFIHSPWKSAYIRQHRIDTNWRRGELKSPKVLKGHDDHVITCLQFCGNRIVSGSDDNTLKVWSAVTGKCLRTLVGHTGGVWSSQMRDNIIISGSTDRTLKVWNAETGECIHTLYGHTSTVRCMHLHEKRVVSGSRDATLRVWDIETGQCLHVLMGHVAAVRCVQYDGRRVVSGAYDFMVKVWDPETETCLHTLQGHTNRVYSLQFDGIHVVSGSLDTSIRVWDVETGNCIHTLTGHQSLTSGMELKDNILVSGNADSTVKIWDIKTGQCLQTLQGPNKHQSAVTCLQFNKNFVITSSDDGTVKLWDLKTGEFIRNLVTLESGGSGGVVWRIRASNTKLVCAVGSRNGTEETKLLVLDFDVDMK
# The depositor's hits bear a star; & = joins results of further samples.
SMILES,GPR151 activ,MITF primary,TEAD-YAP inh,FBW7 activator
Cc1ccccc1CN1C(=O)CCC1CCNCc1cc2c(cc1Cl)OCO2 (stereo not given),-1.6,-10,-7,-0.1
CN(C)c1cc(NCCN2CCCC2)c2c3c(onc13)-c1ccccc1C2=O,-1.9,-274,-8,-0.6
O=C(Nc1ccccc1[N+](=O)[O-])c1cc(-c2cccc(Br)c2)nc2ccccc12,-0.1,10,0,1.2
CCOc1cc(/C=C2/C(=O)N(CC)C(=S)N2C)c(Br)cc1O,-0.9,18,5,0.4
CC1(C)CC(NC(=O)C(Cl)(Cl)Cl)CC(C)(C)N1,-0.1,-3,-12,0.0
CCNC(=O)CN(c1cccc(C)c1C)S(C)(=O)=O,0.3,-8,1,-0.1
CCOC(=O)c1noc(N)c1-c1ccccc1,-1.9&-0.6,6,5,-0.2
COc1cccc(CN2CCN(Cc3ccccc3[N+](=O)[O-])CC2)c1,-1.0,64*,1,-0.3
Clc1ccc(Nc2nc(Nc3ccc(Cl)cc3)nc(N3CCc4ccccc4C3)n2)cc1,-1.2,8,1,0.2
Cc1cc([N+](=O)[O-])ccc1NC(=O)c1cc(Cl)ccc1Cl,-1.1,-3,-11,-1.2
N/C(=N\O)c1ccccc1N1CCCCC1,3.9,1,10,0.2
CCOc1ccc(OC(C)C(=O)NN)cc1 (stereo not given),0.7,14,-2,0.6
COC(=O)c1ccccc1NC(=O)c1ccccc1[N+](=O)[O-],0.9,-13,2,0.0
COc1ccc(C(=O)Nc2cnc(NC(=O)C(C)C)cc2C)cc1,0.1,17,-1,0.0
CC(=O)Nc1ccc(N=Cc2ccc(N(C)C)cc2)cc1,0.2,6,12,0.2
OCC1CCCN1c1nc(NCCN2CCOCC2)c2ncn(-c3ccsc3)c2n1 (stereo not given),-0.3,12,61*,0.0
CCCC(C)NS(=O)(=O)c1ccc(OC)c(Cl)c1Cl (stereo not given),0.5,0,-6,0.0
O=S(=O)(Nc1ccc(Cl)cn1)c1ccc(Cl)cc1,-0.6,8,10,0.5
CC(C)c1cc(C(=O)Nc2cccc(O)c2)no1,-4.4,12,81*,-0.2
O=C(N/N=C/c1cc([N+](=O)[O-])ccc1O)c1ccc(I)cc1,-0.9,-4,-2,-0.1
CCOc1ccc(NC(=O)c2sc3cc(Cl)ccc3c2Cl)cc1,-1.1,-2,-3,0.0
N#Cc1cccc(NC(=O)c2ccccc2Cl)c1,2.5,8,-22,0.0
O=C(CCc1nnc(C2CCCCC2)o1)NCCc1ccc(O)cc1,0.3,-12,-4,0.0
CC(NC(=O)C(=O)Nc1cccc(Br)c1)c1ccccc1 (stereo not given),-0.9,10,-6,-0.1
CCCCN(CC)S(=O)(=O)c1ccc(C(=O)Nc2nc3c(s2)Cc2ccccc2-3)cc1,3.5,-14,5,0.1
CCCC(=O)OCC(=O)c1cc(C)n(-c2ccc3c(c2)OCO3)c1C,-0.7,-14,5,-0.1
CC(=O)Nc1ccc(Oc2ccc(C(C)(C)c3ccc(Oc4ccc(NC(C)=O)cc4)cc3)cc2)cc1,0.9,-8,-4,0.0
CCOC(=O)c1c(NC(=O)/C=C/c2ccc(Cl)cc2Cl)sc(C(=O)Nc2ccccc2)c1C,1.9,2,-32,0.0
CCOc1ccc(CCn2c3c(c(=O)[nH]c2=O)C(C(F)(F)F)(C(F)(F)F)N=C(c2ccc(OC)cc2)N3)cc1OCC,0.2,-2,17,-0.1
c1ccc2[nH]c(CNc3cc(Nc4cnccn4)ncn3)nc2c1,-1.0,19,-14,-0.2
Cc1ccc(-c2cccc(CN3CCN(C4CCN(C(C)C)CC4)C(CCO)C3)c2)o1 (stereo not given),1.2,0,3,-0.2
Cc1ccc(CS(=O)(=O)CC2Nc3ccc(C(=O)N4CCCCC4)cc3NC2=O)cc1 (stereo not given),-0.8,-4,24,-0.2
O=c1c2sccc2nc(SCc2cccc(Cl)c2)n1Cc1ccccc1F,0.5,1,-6,0.1
O=C(NCCc1ccccn1)c1ccc(-c2ccc3[nH]ccc3c2)nc1NCC1CC1,0.6,7,-3,0.7
COc1ccc(-n2nc(C(=O)NCC(=O)N3CCC(C)CC3)c3ccccc3c2=O)c(OC)c1,0.0,-10,-22,0.0
N#CC1=C(SCc2ccccc2)NC(=O)C(C#N)C1c1ccccc1Cl (stereo not given),0.0,0,3,-0.1
C=CCNC(=O)COc1cccc(C)c1C,-1.2,6,0,-0.1
NC(=O)c1ccc(NC(=O)CSc2nnc(-c3ccccn3)n2N)cc1,-1.1,13,-2,-0.5
CCN(CC)Cc1cc(NC(C)=O)ccc1O,1.8,18,2,0.2
Cc1ccc(C)c(NC(=O)C2COc3ccccc3O2)c1 (stereo not given),0.5,-7,-26,-0.1
Cc1ccc(-n2c(=O)[nH]c3sc(C)c(C)c3c2=O)cc1C,0.7,24,13,0.1
O=C(CN1C(=O)/C(=C/c2ccccc2F)Oc2ccccc21)N1CCCC1,-0.3,3,-2,0.6
CCCCn1c(C)c(Cc2ccccc2)[nH]c1=O,6.1*,-12,9,-0.4
O=S(=O)(CCc1ccccc1)/N=C/c1ccco1,0.6,1,-8,0.0
Cn1c(CC(=O)NNC(=O)CNC(=O)c2ccc(Br)cc2)nc2ccccc21,-0.4,8,6,-0.4
COc1ccc(C2C(C(N)=O)=C(C)Nc3nc(-c4ccccc4)nn32)cc1OC (stereo not given),-0.1,0,-11,0.3
COCCOC(=O)N1CCC(C(=O)NC(c2ccccn2)c2cccs2)CC1 (stereo not given),-0.6,-23,4,-0.6
COC(=O)/C(=C/c1ccco1)NC(=O)/C=C/c1ccccc1,-1.5,-12,-4,-0.1
Cn1c(/C=C/N(Cc2ccccc2)c2ccccc2)c([N+](=O)[O-])c(=O)n(C)c1=O,-0.4,7,2,-0.1
COc1cccc(NS(=O)(=O)c2cc(C(=O)N3CCN(c4ccc(F)cc4)CC3)ccc2NCc2ccc(F)cc2)c1,-0.7,-19,-1,0.0
COc1ccc(CCNc2nc(NC3CCC(O)CC3)nc3c2ncn3C2CCCCC2)cc1 (stereo not given),2.4,1,-2,0.0
CCCC(=O)Nc1nn2c(-c3ccc(OC)cc3)nnc2s1,0.1,-8,-4,0.1
COc1ccc(NC(=O)C2C3NC(=S)NC2(C)Oc2ccc(Cl)cc23)cc1 (stereo not given),-0.3,-19,1,0.0
CC(=O)Nc1ccc(OCC(=O)c2cc(C)n(CCc3ccc(F)cc3)c2C)cc1,-1.3,1,1,-0.3
CCCCN1C(=O)c2c(cc([N+](=O)[O-])cc2Oc2cccc(Cl)c2Cl)Oc2ccccc21,-0.5,-5,-3,0.0
CCOC(=O)c1nnc(Cc2ccc(C)cc2)o1,0.6,4,-3,0.0
OC1C(O)C(O)C(O)C(O)C1O (stereo not given),-1.2&-1.0,12&25,0&-9,0.1&-0.2
CCOc1ccccc1C1C(C#N)=C(SCC(=O)Nc2ccc(C)cc2)NC(C)=C1C(=O)OC (stereo not given),-0.6,-1,-1,0.0
O=C(C1CC1)N1CCc2cc(S(=O)(=O)NC3CCCc4ccccc43)ccc21 (stereo not given),0.5,7,0,-0.8
Cc1ccc(C(=O)NC(Cc2c[nH]c3ccccc23)C(=O)O)cc1 (stereo not given),-1.3,-2,-4,-0.1

# New compounds follow:
SMILES,GPR151 activ,MITF primary,TEAD-YAP inh,FBW7 activator
CCOC(=O)c1cnc2cc(OC)ccc2c1Cl,2.8,-3,-9,0.1
COC(C(=O)Nc1ccnn1C1CCN(Cc2cccc(C)n2)CC1)c1ccccc1 (stereo not given),-0.2,9,10,-0.1
CC(=O)Nc1nc2c(s1)CC(C)CC2 (stereo not given),-2.3,13,-30,0.1
Cc1conc1NC(=O)CNC(=O)C1CCCCC1,-0.5,8,-6,0.2
CCC(CC)NS(=O)(=O)c1ccc(Br)cc1,-0.7,-14,-2,0.1
Cc1ccc(S(=O)(=O)N2CCN(C(=O)CSc3nnc4ccccn34)CC2)cc1,0.0,16,-10,0.1
CCOc1ccc(C=Nc2ccc(S(=O)(=O)Nc3cc(C)on3)cc2)cc1,-0.6,19,4,0.0
CC(NC(=O)CNCc1ccccn1)c1ccccc1 (stereo not given),0.1,74*,4,-0.7
Cc1cc(C)cc(NC(=S)NC2CC2)c1,-0.2,2,2,0.0
COc1ccc(OCCSc2nnc(-c3ccc(OC)cc3)o2)cc1,2.0,9,-5,0.1
CC(=O)C1=C(C)NC(SCc2ccc(C#N)cc2)=C(C#N)C1c1ccco1 (stereo not given),-1.4,8,-1,0.1
CCN(c1ccc(Cl)cc1)S(=O)(=O)c1nnc(NC(=O)C(C)C)s1,0.5,3,-2,0.1
CC(C)(C)C1CCc2c(sc3c2c(=O)n(-c2ccccc2)c2nnc(SCc4ccc(Cl)c(Cl)c4)n32)C1 (stereo not given),-0.5,4,1,-0.1
O=C(CSc1nnnn1C1CCCCC1)c1ccc([N+](=O)[O-])cc1,-0.5,16,6,0.5
CCC(C)[C@@H](C(=O)Nc1cccc(F)c1)N1Cc2ccccc2C1=O (stereo not given in full),0.0,5,12,0.0
Cc1ccc(CCNS(=O)(=O)c2ccc3[nH]c(=O)ccc3c2)cc1,0.7,-2,-9,0.0
O=C(NC1CC1)C1CCN(c2ccc(Nc3ccccc3)nn2)CC1,-1.0,-4,-17,0.0
COc1ccc(NC2C=CS(=O)(=O)C2)c(OC)c1 (stereo not given),0.4,18,8,0.4
CCOC(=O)CCc1c(C)c2ccc(OCc3ccc(OC)cc3)cc2oc1=O,1.9,-5,-6,0.0
COc1ccc(OCCSc2nnc(-c3ccccc3)n2N)cc1,-0.3,-2,7,-0.1
Cc1nnc(SCC(=O)Nc2ccc([N+](=O)[O-])cc2O)s1,-0.5,-3,8,0.0
CCCCN(C)CCC(=O)Nc1ccc(F)cc1,0.2,3,-9,0.1
CC(C)C(c1nnnn1Cc1ccc(F)cc1)N1CCN(C2CCCC2)CC1 (stereo not given),-0.9,17,4,0.0
CCOC(=O)CNC(=O)c1nn(-c2ccc(OC)cc2)c(=O)c2c1c1ccccc1n2C,-0.3,8,-4,0.1
COc1ccc(C(=O)CSc2nc(-c3ccccc3)cc(-c3ccc(F)cc3)c2C#N)cc1OC,0.7,-1,-11,-0.1
Cc1c(Cl)cccc1NC(=O)Cn1c(-c2ccc(F)cc2)noc1=O,-0.8,-9,8,-0.1
O=c1c2c3c(sc2[nH]c(=S)n1CCCN1CCOCC1)SCCC3,-0.8,16,2,0.2
Cn1ccnc1C1(O)CCN(C(=O)CCc2ccccc2)CC1,0.8,9,-9,0.2
CCOC(=O)NC1(Nc2ccccc2)Oc2ccccc2O1,2.4,39,-4,-0.2
O=C(C1CC1)N1CCc2cc(Br)cc(S(=O)(=O)NCCc3ccccc3)c21,2.6,7,1,0.0
Fc1ccc(Nc2nc(Nc3ccccc3)nc(N3CCOCC3)n2)cc1,-0.3,4,-11,0.0
O=S(=O)(c1ccccc1)c1nc(-c2ccc(Cl)cc2)oc1NCc1ccccc1,1.8,-5,3,-0.2
CCOC(=O)c1sc2nc(SCc3cccc(Cl)c3)n(Cc3cccc(Cl)c3)c(=O)c2c1C,-0.9,4,-17,0.2
CCN(CC)C(=O)COc1ccc2c3c(c(=O)oc2c1C)CCC3,0.6,-1,-1,0.0
CSCc1csc(NC(=O)C2CCCC2)n1,-0.7,1,-35,-0.1
Cc1ccc2oc(=O)c(/C=C(\O)CC(C)C)nc2c1,0.9,8,5,-0.1
O=C(N/N=C/c1cc(Cl)cc(Cl)c1O)c1ccncc1,-0.6,96*,32*,-0.3
CC(=O)Oc1cc(C)c2c(=O)c(-c3ccccn3)c(C)oc2c1,-1.5,10,-11,0.0
COc1ccc(N2C(=O)CSC2c2cccc(C(F)(F)F)c2)cc1Cl (stereo not given),-0.1,2,2,0.5
C=C(C)CCn1c(Br)nc2c1c(=O)[nH]c(=O)n2C,0.1,2,5,0.0
O=C(O)CCC1([N+](=O)[O-])CCCCC1,-0.2,2,10,0.0
Cc1nn(-c2ccccc2)c(-n2cccc2)c1C(=O)NCC1CCCO1 (stereo not given),-0.8,2,4,0.2

# 14 entries from above, as tab-separated lines.
Molecule	GPR151 activ	MITF primary	TEAD-YAP inh	FBW7 activator
O=C(Nc1ccccc1[N+](=O)[O-])c1cc(-c2cccc(Br)c2)nc2ccccc12	-0.1	10	0	1.2
CCOc1cc(/C=C2/C(=O)N(CC)C(=S)N2C)c(Br)cc1O	-0.9	18	5	0.4
CC1(C)CC(NC(=O)C(Cl)(Cl)Cl)CC(C)(C)N1	-0.1	-3	-12	0.0
CCNC(=O)CN(c1cccc(C)c1C)S(C)(=O)=O	0.3	-8	1	-0.1
CCOC(=O)c1noc(N)c1-c1ccccc1	-1.9&-0.6	6	5	-0.2
COc1cccc(CN2CCN(Cc3ccccc3[N+](=O)[O-])CC2)c1	-1.0	64*	1	-0.3
Clc1ccc(Nc2nc(Nc3ccc(Cl)cc3)nc(N3CCc4ccccc4C3)n2)cc1	-1.2	8	1	0.2
Cc1cc([N+](=O)[O-])ccc1NC(=O)c1cc(Cl)ccc1Cl	-1.1	-3	-11	-1.2
N/C(=N\O)c1ccccc1N1CCCCC1	3.9	1	10	0.2
CCOc1ccc(OC(C)C(=O)NN)cc1 (stereo not given)	0.7	14	-2	0.6
COC(=O)c1ccccc1NC(=O)c1ccccc1[N+](=O)[O-]	0.9	-13	2	0.0
COc1ccc(C(=O)Nc2cnc(NC(=O)C(C)C)cc2C)cc1	0.1	17	-1	0.0
CC(=O)Nc1ccc(N=Cc2ccc(N(C)C)cc2)cc1	0.2	6	12	0.2
OCC1CCCN1c1nc(NCCN2CCOCC2)c2ncn(-c3ccsc3)c2n1 (stereo not given)	-0.3	12	61*	0.0
